# Assay outcomes (PubChem)
# E coli growth – reduces bacterial viability in AddAB counter-screen; E. coli V3065 growth, OD600 absorbance, 18 h; inhibition, % at 11.9 µM; actives 0.27% (n = 330,000);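 active = inhibition above the campaign's mean inhibition across all tested compounds plus 3 SD, cut at about 9.9% in these data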;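 note: uninfected addAB+ strain grown without phage in ampicillin broth; 0% = DMSO wells and 100% = ciprofloxacin 0.95 µg/ml wells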
# AddAB inh – less growth of phage-infected E. coli with AddAB | E. coli expressing H. pylori AddAB, absorbance growth | inhibition, % at 11.9 µM | actives 0.29% (n = 330,000) | AID 435030; in the data active = inhibition above about 12%;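 note: 0% = vehicle wells of infected cells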
# Tat transport – blocks Tat-dependent protein export in E. coli | E. coli MC4100 TorA-mCherry Tat export, fluorescence | inhibition, % at 10 µM | actives 0.036% (n = 340,000);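 active = mean replicate inhibition at least 50% and at least half of replicates individually reaching 50%; inconclusive = only one of the two criteria met; inactive = neither criterion met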;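 note: exported cargo escapes ClpAP degradation while cytoplasmic cargo is degraded and loses fluorescence; 0% = median of neutral control wells and 100% = median of NaSCN control wells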
# PfHsp90 yeast 2 – inhibits growth of yeast expressing Plasmodium falciparum Hsp90 | S. cerevisiae expressing PfHsp90, BacTiter-Glo ATP, 48 h; yeast lacking PDR1 and PDR3 efflux regulators | inhibition, % at 9.4 µM | actives 0.32% (n = 310,000) | AID 504621;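 active = every replicate shows inhibition above about 80%, whatever the replicate mean, limit read from the data; inconclusive = mean inhibition reaches the set limit but some replicate falls short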;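 note: 0% = DMSO neutral controls and 100% = 20 µM radicicol positive controls; yeast relying on Plasmodium falciparum Hsp90 in place of its own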
# CAL PDZ inh – inhibitors of human CAL PDZ peptide binding. purified CAL PDZ, TMR-peptide fluorescence polarization, 1 h. actives 0.02% (n = 330,000). inhibition, % at 20 µM;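 active = highest replicate inhibition of at least 40%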;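 note: plate controls were DMSO neutral control wells for no effect and unlabeled competitor peptide control wells for full effect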
#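 Test system: purified CerCALP PDZ construct; Compound dosing: one concentration, 20 µM compound; Also added: TMR-labelled reporter peptide T*-PRC34 bound in PDZ groove; Read-out: inhibition from polarization loss; Controls: unlabelled peptide and DMSO controls; Signal: FP readout, S and P plane fluorescence; Incubation: 1 h at RT.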
# DAGLB inhibitor – blocks human DAGLB lipase activity; HEK293T DAGLB membrane lysate, EnzChek fluorogenic substrate; inhibition, % at 5.17 µM; AID 504411; actives 0.059% (n = 340,000); Q8NCG7; in the data active = inhibition above about 34%;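 note: 0% = enzyme with vehicle and 100% = wells lacking enzyme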
# Target sequence (Q8NCG7 whole entry, looked up): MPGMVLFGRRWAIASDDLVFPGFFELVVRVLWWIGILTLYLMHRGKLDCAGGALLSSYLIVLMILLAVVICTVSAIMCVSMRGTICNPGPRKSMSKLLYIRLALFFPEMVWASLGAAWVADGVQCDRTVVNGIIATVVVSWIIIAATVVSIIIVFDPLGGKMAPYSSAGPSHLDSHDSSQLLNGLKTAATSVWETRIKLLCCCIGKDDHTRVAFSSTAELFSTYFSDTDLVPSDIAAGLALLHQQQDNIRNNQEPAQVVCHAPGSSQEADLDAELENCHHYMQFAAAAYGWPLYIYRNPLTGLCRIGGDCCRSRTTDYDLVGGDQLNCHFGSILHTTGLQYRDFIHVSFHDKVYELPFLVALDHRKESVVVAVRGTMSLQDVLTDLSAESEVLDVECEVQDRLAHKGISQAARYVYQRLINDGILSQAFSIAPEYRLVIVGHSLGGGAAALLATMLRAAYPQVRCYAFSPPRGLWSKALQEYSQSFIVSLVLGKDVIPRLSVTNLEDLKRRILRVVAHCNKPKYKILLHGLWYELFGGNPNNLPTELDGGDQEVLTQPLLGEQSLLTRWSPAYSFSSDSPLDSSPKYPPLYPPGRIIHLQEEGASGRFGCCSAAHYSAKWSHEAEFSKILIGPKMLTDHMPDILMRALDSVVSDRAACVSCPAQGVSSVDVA
# phage Ecoli inh – E. coli growth loss with phage present; actives 0.26% (n = 360,000); inhibition, % at 11.9 µM; growth absorbance; in the data active = inhibition above about 11%
# PvdQ inh – blocks Pseudomonas aeruginosa PvdQ acylase activity; purified PvdQ acylase, fluorescence plate reader; inhibition, % at 10 µM; actives 0.063% (n = 340,000); in the data active = inhibition above about 30%, passing the limit was not always enough; inconclusive = no clear call, values can overlap the other calls;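 note: 0% = vehicle neutral wells and 100% = reference inhibitor wells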
# Wnt bcat act – Wnt/beta-catenin pathway activation | Wnt/beta-catenin reporter cell assay, activator, plate reader | activation, % at 9.35 µM | actives 1.2% (n = 300,000) | AID 743398; in the data active = activation above about 30%, passing the limit was not always enough; inconclusive = no clear call, values can overlap the other calls;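 note: 0% = neutral control wells and 100% = positive control wells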
# Rtt109 HAT inh – C. albicans Rtt109 histone acetyltransferase inhibition; purified Rtt109/Vps75, ThioGlo CoA-SH fluorescence, 4 h; actives 0.16% (n = 330,000); inhibition, % at 34.9 µM; AID 540336;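 active = inhibition of at least 50% in every replicate; inconclusive = best replicate reaches 50% inhibition but some replicates fall short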
# Target sequence (Q5AAJ8 whole entry, looked up): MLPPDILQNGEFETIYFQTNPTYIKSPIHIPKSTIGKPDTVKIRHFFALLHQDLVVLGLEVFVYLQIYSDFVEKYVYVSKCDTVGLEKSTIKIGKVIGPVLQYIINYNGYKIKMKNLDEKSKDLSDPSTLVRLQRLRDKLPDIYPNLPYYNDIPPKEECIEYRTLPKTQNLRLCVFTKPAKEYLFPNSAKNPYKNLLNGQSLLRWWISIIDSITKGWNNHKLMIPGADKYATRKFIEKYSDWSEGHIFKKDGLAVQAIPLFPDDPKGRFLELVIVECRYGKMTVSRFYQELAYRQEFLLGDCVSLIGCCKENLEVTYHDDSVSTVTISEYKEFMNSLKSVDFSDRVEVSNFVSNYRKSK
# Active calls of the source: *; ? = inconclusive; · = not tested or not shown. This is a random part of the collection. About 1.9% of those tested had a hit in this group.
No.	smiles	E coli growth	AddAB inh	Tat transport	PfHsp90 yeast 2	CAL PDZ inh
1	CCN(CC)S(=O)(=O)c1ccc(N/N=C/c2cc(OC)ccc2O)nc1	3.3	8.5	0	-21	-1.5
2	Cc1cccc(OCc2nnc(SCC(=O)NCC3CCCO3)n2C)c1 (configuration not stated)	-0.8	0.5	-2	-81	-0.6
3	Cc1cc(C)c(NC(=O)c2cc(=O)c3ccccc3o2)c(C)c1	0.1	0.2	-2	-4	-3.1
4	COc1ccc(OC)c(/C=N\NC(=O)c2cc3c(ccc4ccccc43)o2)c1	1.1	-2.1	15	-31	-0.8
5	Brc1ccc(-c2csc(/N=C/N3CCOCC3)n2)cc1	0.4	6.7	-8	-1	-0.1
6	CCC(C(=O)Nc1sc(C(N)=O)c(C)c1C(=O)OC)c1ccccc1 (configuration not stated)	-0.7	-3.8	6	-38	0.7
7	CC(Oc1ccc(F)cc1)C(=O)N(CCC1=CCCCC1)c1c(N)n(Cc2ccccc2)c(=O)[nH]c1=O (configuration not stated)	-3.0	4.5	-11	·	-1.2
8	Cc1sc2ncnc(N3CCOCC3)c2c1C	-2.3	2.4	-6	8	-0.5
9	Cc1nc(-n2[nH]c3c(c2=O)CCCC3)[nH]c(=O)c1Cc1ccccc1	-3.6	-2.2	-13	71	-0.5
10	C=CCn1c(SCC(=O)Nc2nc3ccccc3s2)nnc1-c1ccccc1O	-1.2	0.3	-5	28	-4.6

No.	DAGLB inhibitor	phage Ecoli inh	PvdQ inh	Wnt bcat act	Rtt109 HAT inh
1	6	5.3	-10	-7	4
2	2	-0.3	-15	0	-8
3	-1	3.1	-14	0	5
4	4	2.1	-15	0	-12
5	3	-0.7	-21	·	1
6	3	0.2	-4	-1	-2
7	16	1.2	0	-1	12
8	3	0.5	-4	·	0
9	-8	-5.4	-8	·	7
10	-4	1.2	1	·	21

# Continued.
No.	smiles	E coli growth	AddAB inh	Tat transport	PfHsp90 yeast 2	CAL PDZ inh
11	COc1ccc(CC/C(C)=N\NC(N)=O)cc1	1.6	2.8	3	3	-0.2
12	Cc1ccc(/C=N/n2c(-c3cccs3)n[nH]c2=S)cc1	1.6	5.0	6	-36	-0.9
13	CCCC12CN3CC(CCC)(CN(C1)C3C(O)C(O)C(O)CO)C2=O (configuration not stated)	2.2	2.5	-1	-16	0.8
14	CN(C)S(=O)(=O)N1CCN(S(=O)(=O)c2ccc3ccccc3c2)CC1	-1.6	3.1	-5	-3	-4.0
15	O=C(NCc1ccc(F)cc1)C(c1ccco1)N(C(=O)c1csnn1)C1CC1 (configuration not stated)	-1.8	2.6	1	19	-4.0
16	C=C[C@H]1[C@H](O[C@@H]2O[C@H](CO)[C@@H](O)[C@H](O)[C@H]2O)OC=C2C(=O)OCC[C@]21O	1.0	4.9	0	5	-0.8
17	CCOc1ccc(-n2cnc3sc4c(c3c2=O)CCCC4)cc1	0.2	0.4	·	·	·
18	CCN(c1ccccc1)S(=O)(=O)c1cc(NC(=O)C2CC2)ccc1Cl	-1.5	-0.5	0	10	0.0
19	Cc1ccc(S(=O)(=O)Oc2cccc(N3C(=O)C4CC=CCC4C3=O)c2)cc1 (configuration not stated)	-1.2	1.3	-8	-4	-5.0
20	C=CCN1C(=O)C2(OCCCO2)c2c(C)ccc(C)c21	-2.5	2.4	-12	13	-1.0

No.	DAGLB inhibitor	phage Ecoli inh	PvdQ inh	Wnt bcat act	Rtt109 HAT inh
11	-1	4.1	-3	-1	1
12	0	1.4	-13	·	0
13	-1	1.6	13	·	8
14	1	1.7	-21	-1	1
15	3	-0.9	-7	-3	1
16	-1	2.9	-13	2	7
17	·	-1.9	·	-1	·
18	-2	1.1	-17	-2	-2
19	0	1.9	-11	-5	-8
20	-1	1.8	4	-2	2

# The list goes on.
No.	smiles	E coli growth	AddAB inh	Tat transport	PfHsp90 yeast 2	CAL PDZ inh
21	COc1ccccc1NC(=O)N1CCN(c2ccccc2F)CC1	-0.8	2.9	1	-1	-1.4
22	COc1cc2c(cc1OC)C1=C(C#N)CC/C(=N\S(=O)(=O)c3cccc(Cl)c3)N1CC2	1.4	-0.2	4	·	-1.1
23	FC(F)(F)c1cc(-c2ccco2)nc(NCc2ccc(Cl)cc2)n1	0.7	-1.4	1	·	·
24	CCOC(=O)c1c(C)nc(-c2ccccc2)nc1NC(C)=O	-2.2	-0.2	-5	18	-1.2
25	O=C(CNC(=O)c1ccc(Br)o1)OCc1ccc(Br)cc1	3.2	2.4	9	-36	-0.3
26	CC1CC(C)CN(C(=O)Cn2c(=O)n(CCCCC(=O)NCc3ccco3)c(=O)c3ccccc32)C1 (configuration not stated)	-0.2	2.8	2	1	-1.5
27	CCCCCN1CC(=O)N2[C@@H](Cc3c([nH]c4ccccc34)C2(C)C)C1=O	-0.9	-2.2	-9	4	-0.7
28	COc1ccccc1OCCC(=O)OCC(=O)Nc1ccc(Br)cc1F	-0.1	-1.5	4	18	-1.3
29	COc1cc(/C=C/C(=O)O)cc(S(=O)(=O)Nc2ccc3c(c2)OCO3)c1OC	-0.2	-0.4	-2	·	0.7
30	O=C(NCc1nc2ccccc2[nH]1)c1ccc(S(=O)(=O)N2CCCC2)cc1	5.3	4.0	-7	·	-1.3

No.	DAGLB inhibitor	phage Ecoli inh	PvdQ inh	Wnt bcat act	Rtt109 HAT inh
21	-2	2.2	-17	2	1
22	-2	0.6	12	·	-1
23	-17	2.6	1	14	-9
24	-2	-0.9	1	·	1
25	-1	3.1	-4	3	-2
26	0	0.1	-23	·	6
27	-2	0.3	6	-3	-6
28	-4	-0.6	-13	1	-13
29	-1	3.9	-15	-2	-8
30	0	3.1	-20	-2	10

# The list continues.
No.	smiles	E coli growth	AddAB inh	Tat transport	PfHsp90 yeast 2	CAL PDZ inh
31	Cc1ccc(C(=O)NC2CC(C)(C)NC(C)(C)C2)cc1S(=O)(=O)N1CCOCC1	·	·	-2	0	-1.6
32	COc1cccc(C(=O)c2sc(NC(C)C)nc2N)c1	0.5	2.6	3	-17	-0.2
33	Cc1ccc(-c2nc(-c3ccncc3)no2)c(Cl)c1	0.7	-1.7	17	1	-1.2
34	COc1ccc(CN2CCNC(=O)C2CC(=O)N2CCc3ccccc3C2)c(OC)c1 (configuration not stated)	-0.6	-0.2	2	-7	-1.1
35	COc1cc(CNC2CCCCCC2)cc(OC)c1OC	-0.8	-0.9	5	6	0.5
36	CCN(CC)S(=O)(=O)c1ccc(NC(=O)c2cccc3c2C(=O)N(CCOC)C3)cc1	-1.7	1.1	0	-9	-0.3
37	CCCc1ccc2oc(C(=O)N(C)Cc3nccs3)c(C)c2c1	-1.3	3.2	?	8	-0.9
38	Cc1ccc(C)c(S(=O)(=O)Nc2ccc(C(=O)N3CC(C)OC(C)C3)cc2)c1 (configuration not stated)	0.3	0.6	2	1	-2.0
39	Cc1ccc(C(=O)NCCN2C3=NC[C@@H](Cc4ccccc4)N3C[C@H]2Cc2ccc(O)cc2)cc1Br	-0.5	2.9	6	-14	-11
40	Cc1ccc(C)c(NC(=O)Nc2ccc3c(c2)OCO3)c1	0.3	0.4	0	18	·

No.	DAGLB inhibitor	phage Ecoli inh	PvdQ inh	Wnt bcat act	Rtt109 HAT inh
31	-2	-0.8	8	0	9
32	1	1.5	-13	-1	17
33	-8	2.1	-15	10	1
34	-1	3.7	-11	2	-12
35	4	1.9	-3	·	-2
36	-1	1.7	-12	-7	4
37	-6	2.5	-8	13	-6
38	0	0.8	-2	-1	1
39	4	10	-11	-11	-5
40	1	2.2	-11	12	1

# Further results
No.	smiles	E coli growth	AddAB inh	Tat transport	PfHsp90 yeast 2	CAL PDZ inh
41	CC(=O)C1C(c2ccc(F)cc2)c2c(noc2C)CC1(C)O (configuration not stated)	0.5	5.1	-9	4	0.6
42	CCOC(=O)C1(S(=O)(=O)c2ccccc2)CCN(Cc2ccccc2)CC1	-1.2	0.5	-1	·	0.1
43	CCOCCCNC(=O)CSCc1nc(-c2ccc(SC)cc2)oc1C	-0.9	-0.4	-7	·	-2.7
44	CCc1nc(NCCC(C)C)c(C#N)c2c1CCCC2	4.5	3.2	-2	-11	0.5
45	CC1=NNC(=O)/C1=C\c1cn(-c2ccccc2)nc1-c1ccc(F)cc1	·	·	-4	·	0.3
46	CCC(=O)Nc1nc(C)cc(SCC(=O)OC)n1	-1.3	0.9	4	39	0.5
47	O=C(c1ccccc1)N(Cc1ccco1)C1CCS(=O)(=O)C1 (configuration not stated)	-1.3	1.4	-7	-8	-0.2
48	O=C(CC1C(=O)NCCN1Cc1ccccc1)NC1CCCCCC1 (configuration not stated)	-1.1	1.7	-2	-1	-2.7
49	CC1=C(C(=O)OC2CCCCC2)C(c2ccc(F)cc2)NC(=O)N1 (configuration not stated)	0.9	-0.6	1	14	·
50	Cn1nc(C(F)(F)F)c(/C=N/OC(=O)c2ccccc2)c1Cl	1.2	2.5	-2	·	0.3

No.	DAGLB inhibitor	phage Ecoli inh	PvdQ inh	Wnt bcat act	Rtt109 HAT inh
41	·	0.2	-16	0	2
42	-2	2.6	-4	-5	-1
43	0	4.6	-16	-2	-6
44	1	3.3	-15	·	-7
45	7	·	1	·	9
46	0	0.6	-12	·	5
47	1	3.3	-7	·	1
48	3	-0.8	-1	-3	-2
49	2	-0.1	-11	0	8
50	-5	-0.6	-16	·	-4

# Later entries
No.	smiles	E coli growth	AddAB inh	Tat transport	PfHsp90 yeast 2	CAL PDZ inh
51	O=S(=O)(c1ccc(F)cc1)N1CCN(c2ccccn2)CC1	2.1	1.2	11	-16	·
52	CNNC(=S)Nc1cccc(SC)c1	4.2	4.0	1	3	0.3
53	O=C(CSc1nc2ccccc2o1)NC1CCS(=O)(=O)C1 (configuration not stated)	0.6	-0.7	-8	7	0.1
54	COc1cccc(N2C(C(C)=O)=NN(c3ccccc3)C2c2ccc(N3CCOCC3)cc2)c1 (configuration not stated)	-2.2	3.5	8	0	-0.3
55	CN1CCN(S(=O)(=O)c2cccc(C(=O)Nc3ccccc3N3CCCC3)c2)CC1	0.8	-1.8	-1	10	-2.4
56	CCN1C(=O)[C@H]2[C@@H](c3ccc(C)cc3)N3C(=O)N(c4ccc(C(F)(F)F)cc4)C(=O)[C@@]3(Cc3ccccc3)[C@H]2C1=O	-0.7	-0.6	-8	3	-0.4
57	COc1ccc(N=NC2=C(O)CC(C)(C)CC2=O)c(OC)c1	-0.2	2.1	-3	6	-2.4

No.	DAGLB inhibitor	phage Ecoli inh	PvdQ inh	Wnt bcat act	Rtt109 HAT inh
51	-1	1.7	-16	-13	-2
52	-4	2.5	5	6	-14
53	-1	2.2	-8	1	-2
54	1	1.1	5	?	-4
55	1	-0.2	-3	-1	1
56	-3	9.5	-11	-2	-9
57	9	2.7	3	15	9

# Part of the list above in order of molar mass, low to high.
No.	smiles	E coli growth	AddAB inh	Tat transport	PfHsp90 yeast 2	CAL PDZ inh
51	O=S(=O)(c1ccc(F)cc1)N1CCN(c2ccccn2)CC1	2.1	1.2	11	-16	·
53	O=C(CSc1nc2ccccc2o1)NC1CCS(=O)(=O)C1 (configuration not stated)	0.6	-0.7	-8	7	0.1
54	COc1cccc(N2C(C(C)=O)=NN(c3ccccc3)C2c2ccc(N3CCOCC3)cc2)c1 (configuration not stated)	-2.2	3.5	8	0	-0.3

No.	DAGLB inhibitor	phage Ecoli inh	PvdQ inh	Wnt bcat act	Rtt109 HAT inh
51	-1	1.7	-16	-13	-2
53	-1	2.2	-8	1	-2
54	1	1.1	5	?	-4
